C2C12 statin: protects C2C12 myotubes from simvastatin toxicity | AID 602340 | ATP luminescence, 48 h; scaled: DMSO 0, geranylgeraniol control 100 | rescue of ATP level, % at 7.49 µM | actives 0.78% (n = 330,000);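 active means mean ATP rescue above about 67%, or every replicate alone reaching that limit, limit read from the data, passing the limit was not always enough; inconclusive means no clear call, values can overlap the other calls; inactive means mean under the limit and some replicate under it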;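 further: myotubes were challenged with 10 µM simvastatin during compound exposure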
SIRT5 inh: inhibitors of human sirtuin-5 desuccinylase; Q9NXA8; Purified SirT5, succinyl-peptide AMC, trypsin-coupled fluorescence; inhibition, % at 15 µM; actives 1.1% (n = 330,000); AID 652115; in the data active means inhibition above about 15%; inconclusive means no clear call, values can overlap the other calls
Target sequence (Q9NXA8 whole entry, looked up): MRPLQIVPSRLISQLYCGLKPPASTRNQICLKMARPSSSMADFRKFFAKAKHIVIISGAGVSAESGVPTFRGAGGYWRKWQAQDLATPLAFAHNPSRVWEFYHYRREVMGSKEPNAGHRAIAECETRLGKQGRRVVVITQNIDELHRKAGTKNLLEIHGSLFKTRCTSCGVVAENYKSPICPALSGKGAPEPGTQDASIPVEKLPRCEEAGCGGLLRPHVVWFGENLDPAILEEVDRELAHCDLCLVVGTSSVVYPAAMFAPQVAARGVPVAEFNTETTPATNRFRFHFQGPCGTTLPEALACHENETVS
E-sel inducer: E-selectin induction on HUVECs | actives 0.37% (n = 260,000) | P16581 | activation, % at 7.58 µM | HUVEC E-selectin immunofluorescence imaging; normalized: neutral wells 0, TNF-alpha wells 100;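 active means mean E-selectin-positive cell signal at least 10% of the positive control, reached in at least 60% of replicates, without over 20% cell loss; inconclusive means no rule given, readout overlaps actives, possibly toxicity-flagged; inactive means the rest, including those meeting only one limit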;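 further: in these data hits start at about 27%; measured in HUVEC primary endothelial cells; signal is the percent of cells scored E-selectin positive by PE staining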
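assay system = HUVEC, human umbilical vein endothelial cells | input = 3,000 HUVEC seeded per well | medium = EGM-2 growth medium on 0.1% gelatin-coated wells | dosing = one compound dose added by pin transfer | signal = immunofluorescence imaging | read-out basis = % PE-positive cells | control set = TNF-alpha, DMSO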
PglD inh: blocks C. jejuni PglD acetyltransferase activity | inhibition, % at 12.5 µM | purified PglD enzyme, DTNB colorimetric CoA detection | AID 602405 | actives 0.098% (n = 360,000); in the data active means inhibition above about 16%, passing the limit was not always enough; inconclusive means no clear call, values can overlap the other calls; further: strong numbers were not always called active
ERp5 inh: blocks human ERp5 reductase activity on insulin; Q15084; ERp5 insulin aggregation, absorbance 650 nm, 90 min; inhibition, % at 9.99 µM; actives 0.05% (n = 350,000);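 active means mean replicate inhibition above about 25%, with every replicate also reaching it, limit read from the data, passing the limit was not always enough; inconclusive means only one of those two criteria met; inactive means neither criterion met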
Target sequence (Q15084 whole entry, looked up): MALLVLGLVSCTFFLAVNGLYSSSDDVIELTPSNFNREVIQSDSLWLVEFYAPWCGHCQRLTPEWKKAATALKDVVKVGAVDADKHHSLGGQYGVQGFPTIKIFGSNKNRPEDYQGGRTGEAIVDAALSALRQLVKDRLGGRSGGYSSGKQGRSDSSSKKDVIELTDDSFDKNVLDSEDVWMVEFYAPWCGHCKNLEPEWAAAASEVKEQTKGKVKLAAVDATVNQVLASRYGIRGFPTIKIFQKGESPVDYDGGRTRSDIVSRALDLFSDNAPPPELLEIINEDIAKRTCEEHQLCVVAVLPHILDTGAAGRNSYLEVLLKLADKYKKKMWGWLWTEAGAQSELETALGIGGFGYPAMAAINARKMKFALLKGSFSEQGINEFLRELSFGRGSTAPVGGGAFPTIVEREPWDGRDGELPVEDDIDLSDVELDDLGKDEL
S100A4 MyoIIA: S100A4-myosin IIA interaction inhibition; P26447; S100A4/TAMRA-MyoIIA peptide fluorescence polarization; inhibition, % at 10.7 µM; actives 0.14% (n = 360,000); AID 652163;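 active means mean inhibition of at least 70% across replicates, with every replicate also reaching that level; inconclusive means mean inhibition reaches 70% but some replicates fall short; inactive means mean inhibition below 70%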
Target sequence (P26447 whole entry, looked up): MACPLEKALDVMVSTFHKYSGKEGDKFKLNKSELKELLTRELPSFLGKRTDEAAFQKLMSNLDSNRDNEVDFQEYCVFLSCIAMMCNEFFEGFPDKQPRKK
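Compound dosing: one dose per compound; test system: human S100A4 monomer with TAMRA-labelled myosin IIA peptide; probe or stimulus: TAMRA-labelled myosin IIA heavy-chain peptide probe, 5 nM; medium: HEPES buffer with Ca2+, pH 7.2; schedule: 5 min incubation before reading; benchmarks: neutral control DMSO, positive control TFP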
DENV2 CPE: protects cells from dengue virus 2 cytopathic effect; DENV2-infected cells, cytopathic effect rescue, plate reader; CPE inhibition, % at 9.99 µM; actives 1.7% (n = 350,000); in the data active means CPE inhibition above about 20%, passing the limit was not always enough; inconclusive means no clear call, values can overlap the other calls; tested in BHK-21 cells;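 further: 0% = median of neutral control wells and 100% = median of positive control wells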
* hit, by the source's call; ? = inconclusive; / = no result given. A portion of the library; rates above refer to the full screens.

SMILES	C2C12 statin	SIRT5 inh	E-sel inducer	PglD inh	ERp5 inh	S100A4 MyoIIA	DENV2 CPE
COc1ccc(CNc2nc3ccccc3n2CCN2CCCCC2)cc1	-11	1	/	2	-4	-10	5
O=C(NCCN1CCN(c2ccccc2)CC1)Nc1ccc(Cl)cc1	-5	-4	/	-2	-1	0	-5
Cc1cc(N2CCOCC2)nc(NCc2ccccc2)n1	-31	1	/	-1	-3	-1	-4
CCc1ccc(NC(=O)C2CCCN2C(=O)NC2CCCCC2)cc1 (stereo not drawn)	-8	0	0.0	5	8	-7	-5
COc1ccccc1N1CCN(/N=C/c2cccc(OC)c2O)CC1	/	-7	/	/	-1	-4	-3
C[C@@H]1CN([C@@H](C)CO)C(=O)c2cccc(NC(=O)CCCCCC(=O)Nc3ccccc3N)c2O[C@H]1CN(C)C(=O)Nc1ccc(C(F)(F)F)cc1	/	/	/	/	-1	-2	-9
COc1ccc(OC)c(C2=NS(=O)(=O)N(C)C(C(=O)NCc3ccco3)=C2)c1	-5	-4	0.3	2	1	1	9
COc1ccc2oc(C(=O)OCC(=O)N(C)C3CCS(=O)(=O)C3)c(C)c2c1 (stereo not drawn)	0	-9	0.1	-5	1	-10	13
COCCN(CC1CCCN(C2Cc3ccccc3C2)C1)C(=O)CCSC (stereo not drawn)	-4	1	6.7	4	1	-5	6
CC(C)[C@H](NC(=O)c1ccccc1)C(=O)OCC(=O)N1CC2(C)CC1CC(C)(C)C2 (stereo partly drawn)	/	-13	2.0	/	1	-1	1
Cn1c2c(c3ccccc31)CCN=C2c1ccccc1	/	/	0.1	-3	2	6	-2
O=C(CSc1ccccc1C(=O)N1CCN(c2ccc([N+](=O)[O-])cc2)CC1)N1CCCC1	8	-11	/	-6	-12	-2	-4
COc1cc(OC)cc(C(=O)NC(C)c2cnn(-c3ccccc3C)c2C)c1 (stereo not drawn)	/	0	0.2	/	3	-2	-4
CCc1nnc(NC(=O)c2cc(OC)c(OC)cc2[N+](=O)[O-])s1	/	-2	/	/	-4	0	0
O=C(NCc1ccc(Cl)cc1)N1CCN(Cc2ccccc2)CC1	12	1	/	-2	3	-2	-17
COc1ccccc1-c1cnc2c(c1)C(=O)N([C@@H](C)CO)C[C@@H](C)[C@H](CN(C)Cc1ccncc1)O2	24	2	0.0	-3	-1	2	-7
CC(C)NC(=O)N1[C@@H]2c3cccc(=O)n3C[C@@H]2[C@@H](CO)[C@@H]1C(=O)N1CCC(Cc2ccccc2)CC1	-34	5	0.0	2	-2	6	8
CCc1nc(N2CCN(CC(=O)NCC3CCCO3)CC2)c(C#N)c2c1COC(C)(C)C2 (stereo not drawn)	-6	7	0.0	4	-6	-5	-4
Nc1nonc1C(=Nc1ccc(Br)cc1)NO	7	/	-0.9	-4	/	/	/
Cc1noc(C)c1NC(=O)Nc1ccc2c(c1)C(=O)N([C@@H](C)CO)C[C@@H](C)[C@@H](CN(C)C)O2	-7	-3	/	2	-4	2	13
CC(C)(CN1CCCC1)NC(=O)C1CCC(=O)N(CCCN2CCOCC2)C1 (stereo not drawn)	2	3	/	-2	-10	7	-4
COc1ccccc1N(CC(=O)Nc1ccc2c(c1)OCCO2)S(=O)(=O)c1ccc(C)cc1	-3	1	/	3	-3	11	-4
O=C(CN(Cc1ccc(F)cc1)C(=O)CNS(=O)(=O)c1ccc(Cl)cc1)NCC1CCCO1 (stereo not drawn)	6	1	/	-7	3	4	0
COc1ccc(C(=O)NCC(C)NC(=O)c2ccc(OC)c(Br)c2)cc1Br (stereo not drawn)	/	-3	1.2	1	-10	-3	3
Cc1ccc(NC(=O)N2CCCC2C(=O)NCc2ccc3c(c2)OCO3)cc1 (stereo not drawn)	57	0	-0.1	1	1	14	10
SMILES	C2C12 statin	SIRT5 inh	E-sel inducer	PglD inh	ERp5 inh	S100A4 MyoIIA	DENV2 CPE
CO[C@H]1CN(C)C(=O)c2cc(NS(=O)(=O)c3ccc(F)cc3)ccc2OC[C@@H](C)NC[C@@H]1C	11	1	-0.1	-1	-5	4	-4
Cc1ccc2nc(-c3ccncc3)cc(C(=O)Nc3ccncc3)c2c1	7	-3	0.9	-3	0	-3	-6
O=C1CCCN2N=C(SCC(=O)Nc3cccc(F)c3)SC2=N1	-3	-1	/	-1	1	-1	-3
Cc1ccccc1C(=O)Nc1nnc(-c2ccco2)s1	0	1	/	-4	-1	3	-1
O=C(Cn1cc2c(n1)CCCC2)NC1CCCCCC1	14	/	0.1	-3	-5	4	0
CC(=O)N1[C@@H]2c3ccc(C4=CCCCC4)c(=O)n3C[C@H]1[C@H](CO)[C@H]2C(=O)N[C@@H](C)c1ccccc1	23	-16	-0.9	-1	0	18	-1
CCC(C)NC(=O)C1CCN(c2nc(OC)nc(OC)n2)CC1 (stereo not drawn)	-1	/	-0.8	1	/	/	/
COc1ccc(CN2[C@H](CO)[C@@H]3c4ccccc4N(C(=O)Nc4ccccc4)C[C@@H]32)cc1	13	2	0.3	5	-2	0	-5
COc1ccc(/C(O)=C2/C(=O)C(=O)N(c3ccccn3)C2c2ccc(C(C)C)cc2)cc1 (stereo not drawn)	2	-4	-0.1	/	-2	-5	-2
CCN(CC)C(=O)[C@H]1CC(CC(=O)NCCCn2ccnc2)C(=O)N2CCc3c([nH]c4ccccc34)[C@]12C (stereo partly drawn)	4	-6	0.0	5	5	3	-1
Cc1cccc(NS(=O)(=O)c2ccc(C)c(C(=O)NCc3ccccn3)c2)c1	2	-4	-0.1	-5	-1	1	-13
O=C(Nc1ccc2c(c1)OCO2)C1CC(c2ccccc2O)=NO1 (stereo not drawn)	4	0	0.1	-4	1	-2	2
Cc1ccccc1C(=O)NC(=S)Nc1ccccc1N1CCCC1	/	-2	-0.1	/	0	-2	-3
CC1(C(=O)NS(=O)(=O)c2ccccc2)CCN1C(=O)C1(c2ccc(Cl)cc2)CCC1 (stereo not drawn)	14	-2	0.0	3	-2	-12	-7
CCN(c1ccccc1)S(=O)(=O)c1ccc(C(=O)Nc2cc(C)ccn2)cc1	-1	0	-0.4	0	-7	0	-3
CC(C)CNC(=O)C1(C)CCCN1Cc1ccccc1OC(F)F (stereo not drawn)	15	0	2.9	3	1	-1	3
CC(=O)N1CCCc2cc(S(=O)(=O)N3CCCC(C(=O)N4CCN(c5cc(C)ccc5C)CC4)C3)ccc21 (stereo not drawn)	-42	3	-0.1	2	9	-3	17
CCC(C(=O)NCc1cccc(C)c1)n1nc(C)c2c(C)n(-c3ccccc3)nc2c1=O (stereo not drawn)	0	5	0.2	2	/	4	4
Cn1c(SCC(=O)c2ccc3c(c2)OCCO3)nnc1C(F)(F)F	2	-1	0.9	-3	8	-1	14
Cc1ccc(C(=O)NC2CCN(C(=O)Nc3ccc(F)cc3)CC2)cc1	21	-1	/	-2	-3	-15	-5
CC(C)Cc1nnc(NC(=O)c2ccc3c(c2)OCCO3)s1	7	12	/	3	1	-13	-8
O=C(CSc1n[nH]c(=O)n1C1CC1)Nc1ccc(Cl)c(Cl)c1	-2	-4	0.1	1	-8	-2	-2
Cn1ccc(-c2ccccc2)n1	5	/	0.7	-2	0	-5	3
O=C1c2ccccc2CSc2c(O)cccc21	/	-1	/	5	1	-12	6
Fc1ccccc1CNCC1CCCO1 (stereo not drawn)	-7	5	0.3	1	4	-2	9

Single records, from the list above:
`Fc1ccccc1CNCC1CCCO1` (stereo not drawn) as listed: C2C12 statin = -7; SIRT5 inh = 5; E-sel inducer = 0.3; PglD inh = 1; ERp5 inh = 4; S100A4 MyoIIA = -2; DENV2 CPE = 9
`COc1ccc(/C(O)=C2/C(=O)C(=O)N(c3ccccn3)C2c2ccc(C(C)C)cc2)cc1` (stereo not drawn) as listed: C2C12 statin = 2; SIRT5 inh = -4; E-sel inducer = -0.1; PglD inh = /; ERp5 inh = -2; S100A4 MyoIIA = -5; DENV2 CPE = -2
`CC1(C(=O)NS(=O)(=O)c2ccccc2)CCN1C(=O)C1(c2ccc(Cl)cc2)CCC1` (stereo not drawn) as listed: C2C12 statin = 14; SIRT5 inh = -2; E-sel inducer = 0.0; PglD inh = 3; ERp5 inh = -2; S100A4 MyoIIA = -12; DENV2 CPE = -7

Next records
SMILES	C2C12 statin	SIRT5 inh	E-sel inducer	PglD inh	ERp5 inh	S100A4 MyoIIA	DENV2 CPE
COc1ccc(CN(CC(=O)NCc2ccc(F)cc2)C(=O)c2csnn2)cc1	4	0	/	4	1	-3	2
CCC(=O)c1cc(F)ccc1OCC(=O)Nc1ccc2c(c1)OCCO2	-5	-1	/	9	-9	3	8
O=C(Nc1cc(F)ccc1F)N1CCCCN2[C@H](C1)[C@@H](c1ccc(-c3cncnc3)cc1)[C@@H]2CO	/	-2	0.0	-12	-1	4	1
c1ccc2cc(CNCc3cccc4ccccc34)ccc2c1	/	0	0.5	/	8	2	4
CCO[C@@H]1OC(C(=O)NC2CC2)=C[C@H](C2CCCCC2)[C@H]1CCCO	12	/	0.0	3	/	/	/
CCNC(=O)[C@H]1[C@H](CO)[C@H]2Cn3c(ccc(/C=C/c4ccccc4)c3=O)[C@@H]1N2C(=O)c1ccncc1	-6	-29	-0.1	3	-1	-1	1
CC1CC(C)CN(CC(=O)c2cccs2)C1 (stereo not drawn)	-18	1	4.6	8	3	-2	4
COc1ccc(S(=O)(=O)Nc2ccc3c(c2)C(=O)N([C@H](C)CO)C[C@H](C)[C@H](CN(C)C(=O)c2ccccc2)OCCCC[C@H](C)O3)cc1	34	1	0.3	1	3	-3	-2
CCOC(=O)C1CCN(C(=O)COC(=O)c2cccc(NS(=O)(=O)c3ccccc3)c2)CC1	-4	3	-1.6	-3	5	3	-3
CCCCCCN1C[C@@H](n2cc(C3CC3)nn2)[C@H](O)C[C@@H]1c1ccc(OC)cc1	22	23*	-0.1	3	2	-3	-3
CC1CCCC(C)N1/N=C/c1ccccc1C(=O)O (stereo not drawn)	/	-1	0.0	/	-2	0	4
CN(CCC#N)C(=O)CSc1nnc(-c2c[nH]c3ccccc23)o1	6	-4	-0.1	3	-5	-12	4
O=C(c1cccc(F)c1)N1CCCCN2[C@H](C1)[C@@H](c1ccc(/C=C/c3ccccc3)cc1)[C@@H]2CO	/	6	-0.3	0	-1	-19	9
Cn1c(=O)c2cc(NC(=O)CCc3cccnc3)ccc2n1Cc1ccc(F)cc1	6	/	-0.1	0	-4	-6	-6
CO[C@H]1CN(C)C(=O)c2cc(NC(=O)Nc3ccc4c(c3)OCO4)ccc2OC[C@H](C)NC[C@H]1C	7	3	0.3	2	4	-31	-4
CCc1nnc(NC(=O)c2ccc(COc3cccc(C)c3)o2)s1	-1	/	-0.2	-1	5	-5	0
[N-]=[N+]=Nc1ccccc1C[C@]1(C(=O)NCc2ccccc2)COC(c2ccc(OCCCO)cc2)=N1	/	-1	/	-12	2	-4	18
COc1ccc(C(=O)NC2CCN(S(=O)(=O)c3ccc(F)cc3)CC2)cc1	-7	1	-0.1	-5	-2	0	-4
COc1ccc2c3c([nH]c2c1)[C@@H](CO)N(C(=O)CN(C)C)CC31CN(CC2CCCC2)C1	/	-2	0.1	/	0	4	28*
CO[C@H]1CN(C)C(=O)c2ccc(NC(=O)c3ccccc3)cc2OC[C@@H](C)N(C(=O)C2CC2)C[C@@H]1C	1	/	1.5	1	/	/	/
COc1cccc(NC(=O)N(C)C[C@@H]2Oc3ncc(C#Cc4ccncc4)cc3C(=O)N([C@@H](C)CO)C[C@H]2C)c1	13	-4	0.2	8	6	-16	0
O=C(Nc1nnc(-c2ccco2)o1)c1ccc(Cl)s1	1	3	-0.4	-4	0	-2	?
COc1ccc(-c2ccc([C@H]3[C@@H](C#N)N(C(=O)C4CCCC4)[C@@H]3CO)cc2)cc1	30	0	-0.3	-4	-2	-6	2

Compound activity deposited in PubChem by Broad Institute.
